Assay outcomes: PubChem, several laboratories
M17LAP inhibition – P. falciparum M17LAP inhibitors, primary screen, biochemical, fluorogenic H-Leu-NHMec substrate, 1536-well (AID 1619); actives 0.38% (n = 220,000); one-dose inhibition, % at 30 µM; IC50 in µM for titrated hits; recombinant M17LAP, H-Leu-NHMec fluorogenic kinetic assay; higher % means a stronger effect;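 active means compound inhibiting the enzyme by more than half at any dose during confirmatory dose-response retesting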;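 further: plate controls were full reaction with DMSO carrier for no effect and no enzyme background for full effect; strong numbers were not always called active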
West Nile antiviral – West Nile virus antiviral activity, cell-based, CPE readout (AID 1621); actives 0.02% (n = 290,000); West Nile virus-infected cells, CPE inhibition; higher % means a stronger effect; CPE inhibition, % at 10 µM; hits with a dose series show IC50 in µM; in the data active means a potency from the dose series; further: strong numbers were not always called active
Salmonella PhoP GFP – inhibitors of PhoP regulon expression, primary screen, Salmonella Typhimurium, GFP reporter (AID 1863). S. Typhimurium PhoP-regulated promoter GFP reporter, 4 h; higher % means a stronger effect. inhibition, % at 50 µM, or IC50 in µM where a hit was titrated. actives 0.16% (n = 300,000);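 active means inhibition over 29.93%, a cutoff 3 SD above the screen mean, later confirmed by dose response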;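 further: 0% = low Mg2+ inducing control and 100% = high Mg2+ repressing control; strong numbers were not always called active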
CSM14.1 death rescue – protection against thapsigargin-triggered cell killing – 384-well, CSM14.1, ATP luminescence, primary screen (AID 1222); CSM14.1 thapsigargin-induced death rescue, ATP luminescence; higher % means a stronger effect; 190,000 tested, under 10 active; cellular ATP content (survival), % at 20 µM; hits with a dose series show EC50 in µM;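 active means EC50 below 50 µM in the dose-response confirmation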;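 further: death triggered by thapsigargin at about 15 µM added after 2 h compound pretreatment; cell ATP read after overnight thapsigargin exposure of roughly 18 to 22 hours; normalized against plate controls of thapsigargin alone and 5% DMSO vehicle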
PMI inhibition – MPI inhibition at elevated mannose 6-phosphate – biochemical, fluorescence intensity, high mannose 6-phosphate, primary screen (AID 1220); recombinant PMI enzyme, coupled fluorescence intensity; higher % means a stronger effect; one-dose inhibition, % at 20 µM; IC50 in µM for titrated hits; actives 0.66% (n = 190,000); in the data active means inhibition above about 50%
SIAH1 antagonists – blockers of Siah-1 interaction with plectin peptide – biochemical, fluorescence polarization, rhodamine-plectin, uHTS, primary screen (AID 1817); actives 0.02% (n = 290,000); Siah-1 / rhodamine-plectin peptide fluorescence polarization; higher % means a stronger effect; displacement, % at 20 µM, or IC50 in µM where a hit was titrated;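 active means displacement of at least 50% at 20 µM, with a fluorescence ratio check between 0.3 and a set limit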;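 further: plate controls were Siah plus tracer with DMSO for no effect and tracer alone without Siah for full effect; strong numbers were not always called active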
XIAP antagonists – small molecules displacing peptide from XIAP – biochemical, IAP family, fluorescence polarization (AID 1018); XIAP BIR domain, fluorescence polarization peptide displacement; higher % means a stronger effect; displacement, % at 20 µM; hits with a dose series show IC50 in µM; actives 0.007% (n = 200,000); in the data active means displacement above about 50%; further: a part of the inactive calls stands beside numbers as strong as those of hits
Yfh1-depleted yeast – enhancers of respiration in Yfh1-depleted yeast, dose response, Friedreich's ataxia, plus single-dose screen (AID 1465); actives 0.074% (n = 220,000); S. cerevisiae Yfh1-off respiration, WST-1 reduction, 72 h; higher fold induction means a stronger effect; one-dose fold induction at 50 µM; EC50 in µM for titrated hits;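 active means fold induction of absorbance versus untreated yeast above a set limit, then at least 30% activation at any dose in follow-up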;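 further: activators that raise dye reduction in frataxin-depleted yeast; strong numbers were not always called active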
P. falciparum M1AAP – malaria alanyl aminopeptidase activity blockers – biochemical, fluorogenic H-Leu-NHMec substrate, 1536-well (AID 1445) | recombinant M1AAP, H-Leu-NHMec fluorogenic kinetic assay; higher % means a stronger effect | one-dose inhibition, % at 30 µM; IC50 in µM for titrated hits | actives 0.42% (n = 220,000);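 active means primary inhibition above the hit cutoff, then over 50% inhibition at one or more dose response concentrations, cut at about 23% in these data, passing the limit was not always enough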;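 further: plate controls were DMSO full reaction for no effect and no enzyme background for full effect; strong numbers were not always called active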
The depositor's hits bear a star.

What do the screens show for `Cc1ccccc1NC(=O)NCCc1nc2ccccc2[nH]1`?
M17LAP inhibition: 9%; West Nile antiviral: 0.1%; Salmonella PhoP GFP: 2%; CSM14.1 death rescue: -3.7%; PMI inhibition: 4%; SIAH1 antagonists: 6%; XIAP antagonists: -0.4%; Yfh1-depleted yeast: inactive; P. falciparum M1AAP: -5%

How did CC1CN(C(=O)c2ccc(N3CCCCC3)c([N+](=O)[O-])c2)CC(C)O1 (stereo unspecified) do in these assays?
M17LAP inhibition: 8%; West Nile antiviral: -0.8%; Salmonella PhoP GFP: -3%; CSM14.1 death rescue: -0.5%; PMI inhibition: -3%; SIAH1 antagonists: 7%; XIAP antagonists: -6.0%; Yfh1-depleted yeast: inactive; P. falciparum M1AAP: -2%

What do the screens show for `Cc1ccc(-c2nnn(CC(=O)N(CCN3CCOCC3)C(C(=O)NC(C)(C)C)c3ccc(C)o3)n2)cc1` (stereo unspecified)?
M17LAP inhibition: 0%; West Nile antiviral: -0.4%; Salmonella PhoP GFP: 0%; SIAH1 antagonists: 8%; Yfh1-depleted yeast: inactive; P. falciparum M1AAP: 3%

How did COC(=O)COn1c(SC(C)C)nc2ccccc2c1=O do in these assays?
M17LAP inhibition: 9%; West Nile antiviral: 0.2%; Salmonella PhoP GFP: 15%; CSM14.1 death rescue: -3.0%; PMI inhibition: -5%; SIAH1 antagonists: -1%; XIAP antagonists: -1.0%; Yfh1-depleted yeast: inactive; P. falciparum M1AAP: 2%

Results for C=CCOc1cccc(/C=N/NC(=O)CN(c2cc(Cl)ccc2OC)S(=O)(=O)c2ccc(C)c([N+](=O)[O-])c2)c1 ?
M17LAP inhibition: -9%; West Nile antiviral: -0.7%; Salmonella PhoP GFP: -13%; CSM14.1 death rescue: -1.7%; PMI inhibition: 7%; SIAH1 antagonists: 5%; XIAP antagonists: -9.2%; Yfh1-depleted yeast: inactive; P. falciparum M1AAP: 1%

How did COc1ccc(NC(=O)CSc2nc(N3CCCCC3)nc(N3CCCCC3)n2)cc1 do in these assays?
M17LAP inhibition: 2%; West Nile antiviral: -0.8%; Salmonella PhoP GFP: -8%; CSM14.1 death rescue: -1.0%; PMI inhibition: -10%; SIAH1 antagonists: 5%; XIAP antagonists: -7.1%; Yfh1-depleted yeast: inactive; P. falciparum M1AAP: 7%

How did O=C(Nc1ccc(F)c(Cl)c1)c1nsc(Cl)c1Cl do in these assays?
M17LAP inhibition: 0%; West Nile antiviral: -0.5%; Salmonella PhoP GFP: 18%; SIAH1 antagonists: -9%; Yfh1-depleted yeast: inactive; P. falciparum M1AAP: -5%

What do the screens show for `Nc1cc(=O)[nH]n1C1CCCCC1`?
M17LAP inhibition: 8%; West Nile antiviral: -0.1%; Salmonella PhoP GFP: -1%; CSM14.1 death rescue: -0.8%; PMI inhibition: 1%; SIAH1 antagonists: 12%; XIAP antagonists: -4.3%; Yfh1-depleted yeast: inactive; P. falciparum M1AAP: -2%

Results for COC(=O)c1ccccc1NC(=O)CSc1nccc(C)n1 ?
M17LAP inhibition: 21%; West Nile antiviral: -0.6%; Salmonella PhoP GFP: -4%; CSM14.1 death rescue: 1.5%; SIAH1 antagonists: 8%; XIAP antagonists: -2.5%; Yfh1-depleted yeast: inactive; P. falciparum M1AAP: 14%

What do the screens show for `Cc1nn2c(N3CCN(C(=O)c4ccco4)CC3)cc(C(C)(C)C)nc2c1-c1ccccc1`?
M17LAP inhibition: -1%; West Nile antiviral: 13%; Salmonella PhoP GFP: 0%; CSM14.1 death rescue: -0.9%; PMI inhibition: 21%; SIAH1 antagonists: 2%; XIAP antagonists: -1.7%; Yfh1-depleted yeast: inactive; P. falciparum M1AAP: 8%

What do the screens show for `Cc1cccc(Nc2nc(N)c([N+](=O)[O-])c(N3CCN(C)CC3)n2)c1`?
M17LAP inhibition: 28%; West Nile antiviral: 0.3%; Salmonella PhoP GFP: 18%; CSM14.1 death rescue: 1.0%; PMI inhibition: 16%; SIAH1 antagonists: 4%; XIAP antagonists: -8.0%; Yfh1-depleted yeast: inactive; P. falciparum M1AAP: -3%

What do the screens show for `COc1ccc(N2CCN(C(=O)c3ccc(C)cc3)CC2)c([N+](=O)[O-])c1`?
M17LAP inhibition: -4%; West Nile antiviral: -1.9%; Salmonella PhoP GFP: -3%; CSM14.1 death rescue: 0.2%; PMI inhibition: 1%; SIAH1 antagonists: -1%; XIAP antagonists: -6.9%; Yfh1-depleted yeast: inactive; P. falciparum M1AAP: 7%

How did COC(=O)C(C)Sc1ccc2nnc(CCNS(=O)(=O)c3ccc(C)cc3)n2n1 (stereo unspecified) do in these assays?
M17LAP inhibition: 4%; West Nile antiviral: 0.4%; Salmonella PhoP GFP: -10%; CSM14.1 death rescue: -7.0%; PMI inhibition: -11%; SIAH1 antagonists: -3%; XIAP antagonists: -8.7%; Yfh1-depleted yeast: inactive; P. falciparum M1AAP: 2%

How did CCOc1ccc(NC(=O)C[n+]2ccc(N(C)C)cc2)cc1 do in these assays?
M17LAP inhibition: 2%; West Nile antiviral: 1.2%; Salmonella PhoP GFP: 7%; CSM14.1 death rescue: -1.8%; PMI inhibition: 0%; SIAH1 antagonists: 3%; XIAP antagonists: -3.2%; Yfh1-depleted yeast: inactive; P. falciparum M1AAP: 2%

What do the screens show for `CCOc1ccc(C(C)NC(=O)c2ccccc2F)cc1` (stereo unspecified)?
M17LAP inhibition: 1%; West Nile antiviral: 0.4%; Salmonella PhoP GFP: -2%; CSM14.1 death rescue: -0.3%; PMI inhibition: 9%; SIAH1 antagonists: -5%; XIAP antagonists: -5.8%; Yfh1-depleted yeast: inactive; P. falciparum M1AAP: 0%

How did Cc1ccc(NC(=O)NC(=O)N(c2ccccc2)S(C)(=O)=O)cc1 do in these assays?
M17LAP inhibition: -13%; West Nile antiviral: -0.8%; Salmonella PhoP GFP: -13%; CSM14.1 death rescue: 0.3%; PMI inhibition: 12%; SIAH1 antagonists: 2%; XIAP antagonists: -21%; Yfh1-depleted yeast: inactive; P. falciparum M1AAP: -4%

How did Cc1ccc2cc3c(NC(=O)c4ccco4)nn(CC(C)C)c3nc2c1 do in these assays?
M17LAP inhibition: 43%; West Nile antiviral: -0.1%; Salmonella PhoP GFP: -7%; CSM14.1 death rescue: 0.3%; PMI inhibition: 17%; SIAH1 antagonists: 6%; XIAP antagonists: -16%; Yfh1-depleted yeast: inactive; P. falciparum M1AAP: 3%

Results for O=C(C(=O)N1CC=C(c2ccccc2)CC1)c1c[nH]c2ccccc12 ?
M17LAP inhibition: -2%; West Nile antiviral: -0.3%; Salmonella PhoP GFP: -2%; CSM14.1 death rescue: -2.9%; PMI inhibition: 19%; SIAH1 antagonists: 2%; XIAP antagonists: 1.8%; Yfh1-depleted yeast: inactive; P. falciparum M1AAP: 3%

Results for CCN(CC)C(=O)c1sc(NC(=O)c2cccs2)c(C#N)c1C ?
M17LAP inhibition: 11%; West Nile antiviral: 0.1%; Salmonella PhoP GFP: 2%; CSM14.1 death rescue: -0.4%; PMI inhibition: -2%; SIAH1 antagonists: 2%; XIAP antagonists: -2.3%; Yfh1-depleted yeast: inactive; P. falciparum M1AAP: 12%

What do the screens show for `COC(=O)c1cc(-c2c(C)oc3cc(OC)ccc3c2=O)c(C)o1`?
M17LAP inhibition: -9%; West Nile antiviral: -0.9%; Salmonella PhoP GFP: -1%; CSM14.1 death rescue: 0.7%; PMI inhibition: -7%; SIAH1 antagonists: 12%; XIAP antagonists: 2.0%; Yfh1-depleted yeast: inactive; P. falciparum M1AAP: -2%

What do the screens show for `COc1ccc(CCNC(=O)CCCCCn2c(SCC(N)=O)nc3cc4c(cc3c2=O)OCO4)cc1OC`?
M17LAP inhibition: 12%; West Nile antiviral: 0.2%; Salmonella PhoP GFP: 1%; CSM14.1 death rescue: -0.8%; PMI inhibition: 0%; SIAH1 antagonists: 28%; XIAP antagonists: -5.1%; Yfh1-depleted yeast: inactive; P. falciparum M1AAP: -1%

How did O=C(CC1C(=O)NCCN1CC1CCCCC1)NCc1ccccc1Cl (stereo unspecified) do in these assays?
M17LAP inhibition: 16%; West Nile antiviral: -0.5%; Salmonella PhoP GFP: -7%; CSM14.1 death rescue: 0.8%; SIAH1 antagonists: 1%; XIAP antagonists: -6.0%; Yfh1-depleted yeast: inactive; P. falciparum M1AAP: 2%

Results for CC1CCCN(c2nc3c(c(=O)[nH]c(=O)n3C)n2CCSc2nc3ccccc3o2)C1 (stereo unspecified) ?
M17LAP inhibition: 10%; West Nile antiviral: 1.2%; Salmonella PhoP GFP: 4%; CSM14.1 death rescue: 0.5%; PMI inhibition: 6%; SIAH1 antagonists: 2%; XIAP antagonists: -3.1%; Yfh1-depleted yeast: inactive; P. falciparum M1AAP: -3%

Results for Cc1ccc(S(=O)(=O)NC2CCCCC2)c2nsnc12 ?
M17LAP inhibition: 6%; West Nile antiviral: -1.0%; Salmonella PhoP GFP: 3%; CSM14.1 death rescue: -0.5%; PMI inhibition: 8%; SIAH1 antagonists: -5%; XIAP antagonists: 2.8%; Yfh1-depleted yeast: inactive; P. falciparum M1AAP: 8%

How did CN(/N=C/c1cccnc1)c1cnn(-c2ccc(F)c(Cl)c2)c(=O)c1Cl do in these assays?
M17LAP inhibition: 5%; West Nile antiviral: 0.0%; Salmonella PhoP GFP: -2%; CSM14.1 death rescue: -2.2%; PMI inhibition: -6%; SIAH1 antagonists: -2%; XIAP antagonists: -6.0%; Yfh1-depleted yeast: inactive; P. falciparum M1AAP: 10%

Results for O=C(Cn1c(=S)[nH]c2ccccc2c1=O)N1CCN(c2ccccc2)CC1 ?
M17LAP inhibition: -8%; West Nile antiviral: -0.1%; Salmonella PhoP GFP: 1%; CSM14.1 death rescue: -2.9%; PMI inhibition: 0%; SIAH1 antagonists: 0%; XIAP antagonists: -6.8%; Yfh1-depleted yeast: inactive; P. falciparum M1AAP: -6%

Results for NC(=O)c1ccccc1NC(=O)CCc1ccccc1 ?
M17LAP inhibition: 0%; West Nile antiviral: -0.7%; Salmonella PhoP GFP: 12%; CSM14.1 death rescue: 0.8%; PMI inhibition: -8%; SIAH1 antagonists: 2%; XIAP antagonists: 0.6%; Yfh1-depleted yeast: inactive; P. falciparum M1AAP: 9%

How did O=C(N/C=C/n1cnc2cc(C(F)(F)F)ccc21)c1ccccc1 do in these assays?
M17LAP inhibition: 66%; West Nile antiviral: 0.5%; Salmonella PhoP GFP: 6%; CSM14.1 death rescue: -0.9%; PMI inhibition: -4%; SIAH1 antagonists: 0%; XIAP antagonists: -13%; Yfh1-depleted yeast: inactive; P. falciparum M1AAP: -8%
